Screens deposited in PubChem by several laboratories.
KOR beta-arrestin-1 – KOR antagonists, beta-arrestin recruitment, cell-based, luminescence, uHTS (AID 1778); inhibition, % at 10 µM; hits with a dose series show IC50 in µM; KOR beta-arrestin recruitment, luminescence, antagonist mode; higher % means a stronger effect; actives 0.091% (n = 290,000); further: strong numbers were not always called active
NOD1 NF-kB reporter – NOD1 signaling inhibitors, primary screen, cell-based, luminescence, uHTS (AID 1578); NOD1-driven NF-kB luciferase reporter cells, luminescence; higher % means a stronger effect; one-dose inhibition, % at 4 µM; EC50 in µM for titrated hits; actives 1% (n = 290,000); in the data active means inhibition mostly above about 36%, no sharp cut-off; inactive means mostly below about 34%;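 further: HEK-293T reporter cells stimulated with the NOD1 agonist gamma-tri-DAP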
HEK293 NOD2/NF-kB – NOD2 signaling inhibitors, cell-based, luminescence, uHTS, HEK293 (AID 1566). HEK293 NOD2/NF-kB luciferase reporter, luminescence; higher % means a stronger effect. one-dose inhibition, % at 4 µM; EC50 in µM for titrated hits. actives 0.63% (n = 290,000); further: many of its hits are not listed in these tables
Salmonella PhoP GFP – PhoP-dependent GFP reporter repression – Salmonella Typhimurium, primary screen (AID 1863); S. Typhimurium PhoP-regulated promoter GFP reporter, 4 h; higher % means a stronger effect; inhibition, % at 50 µM, or IC50 in µM where a hit was titrated; actives 0.16% (n = 300,000);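 active means inhibition over 29.93%, a cutoff 3 SD above the screen mean, later confirmed by dose response; inconclusive means inhibition over 29.93% but no dose response follow-up; inactive means inhibition at most 29.93% or unconfirmed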;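 further: 0% = low Mg2+ inducing control and 100% = high Mg2+ repressing control; strong numbers were not always called active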
Siah-1 displacement – blockers of Siah-1 interaction with plectin peptide – biochemical, fluorescence polarization, rhodamine-plectin, uHTS, primary screen (AID 1817) | Siah-1 / rhodamine-plectin peptide fluorescence polarization; higher % means a stronger effect | displacement, % at 20 µM; hits with a dose series show IC50 in µM | actives 0.02% (n = 290,000);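 active means displacement of at least 50% at 20 µM, with a fluorescence ratio check between 0.3 and a set limit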;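 further: plate controls were Siah plus tracer with DMSO for no effect and tracer alone without Siah for full effect; strong numbers were not always called active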
LYP phosphatase – PTPN22 lymphoid phosphatase activity blockers – biochemical, fluorescence intensity, uHTS (AID 1779) | recombinant LYP phosphatase, fluorescence intensity; higher % means a stronger effect | one-dose inhibition, % at 11.5 µM; IC50 in µM for titrated hits | actives 0.054% (n = 290,000);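 further: plate controls were vehicle with enzyme for no effect and no enzyme for full effect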
Myeloid diff MLP – myeloid differentiation induction; ER-HoxA9 myeloid progenitors, lysozyme-GFP differentiation, flow cytometry; actives 1% (n = 360,000); calls only at 10 µM;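 active means normalized GFP-positive differentiation at or above the plate's own cutoff, the solvent-only control mean plus 3 SD; inconclusive means no clear call, values can overlap the other calls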;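 further: cells exposed to compound for four days before flow analysis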
KOR beta-arrestin-2 – KOR agonists, beta-arrestin recruitment, primary screen, cell-based, luminescence, uHTS (AID 1777) | KOR beta-arrestin recruitment, luminescence; higher % means a stronger effect | activation, % at 10 µM; hits with a dose series show EC50 in µM | actives 0.02% (n = 280,000); in the data active means activation above about 50%, passing the limit was not always enough; further: a part of the inactive calls stands beside numbers as strong as those of hits
HIV peptide binding – inhibitors of HIV fusion peptide binding, primary screen, biochemical, uHTS, fluorescence dequenching (AID 1986); cell-free peptide binding, fluorescence dequenching, 30 min; higher % means a stronger effect; inhibition, % at 20 µM; hits with a dose series show IC50 in µM; actives 0.3% (n = 290,000); in the data active means inhibition mostly above about 52%, no sharp cut-off; inactive means mostly below about 76%; further: some results filed as inactive read as strong as hits
Myeloid diff MLP GFP+ MAC1+ % – second read-out of Myeloid diff MLP, no call of its own (marks repeat the call); GFP+ MAC1+ double positive, %; measured here: differentiation confirmed by MAC1 staining
The depositor's hits bear a star; i = inactive; u = inconclusive; x = no result given; + = active, no number; [ ] = dose if it differs, or a comment. Unless noted, no stated cut-off is given here; in the data, active means inhibition above about 50%; inactive means the rest.

mol | KOR beta-arrestin-1 | NOD1 NF-kB reporter | HEK293 NOD2/NF-kB | Salmonella PhoP GFP | Siah-1 displacement | LYP phosphatase | Myeloid diff MLP | Myeloid diff MLP GFP+ MAC1+ % | KOR beta-arrestin-2 | HIV peptide binding
C=CCN(Cc1ccc(OC)c(OC)c1)C(=O)N1CCOCC1 | 16% | -4% | 2% | -2% | 3% | -9% | i | 0.2 | -3.1% | -1.9%
Cc1c(CC(=O)O)c(=O)oc2cc(OCc3ccc(F)cc3Cl)ccc12 | 40% | -5% | -14% | 9% | -6% | -4% | i | 0.2 | -5.5% | 0.0%
Cc1ccc2nc(NC(=O)C3CCCN(S(=O)(=O)c4cnc[nH]4)C3)sc2c1 (stereo not given) | -58% | -12% | -79% | -2% | 0% | -5% | i | 1.5 | 6.8% | 0.5%
Cc1ccccc1COC(=O)c1cc([N+](=O)[O-])ccc1N1CCOCC1 | 7% | -38% | -2% | 1% | 4% | -8% | u | x | -5.3% | 0.4%
COc1ccc(OC)c(S(=O)(=O)NC(C)c2cnn(-c3ccccn3)c2C)c1 (stereo not given) | 38% | 18% | -1% | 1% | -8% | -2% | i | 0.8 | -7.5% | -1.8%
Cc1ccc(C)c(NC(=O)C(CC(=O)O)Cc2ccccc2)c1 (stereo not given) | -12% | -18% | 7% | 6% | 2% | -7% | i | 0.5 | 3.4% | 2.6%
CC1CCN(S(=O)(=O)c2cccc(C(=O)N(Cc3ccccc3)c3ccccn3)c2)CC1 | -18% | 11% | 9% | 7% | 1% | -4% | i | 0.6 | 2.5% | -0.3%
O=C(OCc1nnc(-c2ccccc2)o1)c1cn(-c2ccccc2)nc1-c1ccccc1 | -3% | -25% | -5% | -4% | 1% | 1% | i | 1.1 | -3.3% | 5.4%
CC(=O)c1c(C)[nH]c(C(=O)NC2=NCCS2)c1C | 18% | -27% | -3% | 1% | -4% | 0% | i | 0.5 | 1.4% | -0.5%
CC(=O)c1cc(-c2ccc(F)cc2)n(CC(=O)NCc2cccs2)c1C | 23% | -14% | 33% | -6% | 4% | -7% | i | 1.5 | -2.3% | 4.9%
CC1(C)CN=C(N2CCN(c3ncnc4sc5c(c34)CCCC5)CC2)S1 | 38% | 10% | 20% | -9% | 2% | -3% | x | x | -0.7% | -0.6%
COc1ccc(S(=O)(=O)N2CCCC2C(=O)Nc2ccc(C)cc2)cc1 (stereo not given) | -43% | 1% | -3% | -8% | -4% | -3% | i | 0.6 | 0.7% | 1.5%
CC(C)C[C@H](NC(=O)C1CC(=O)N(c2ccc(F)cc2)C1)C(=O)N1CCCCC1 (stereo not given in full) | -24% | -26% | 2% | -3% | 2% | -10% | i | 0.9 | 0.2% | -2.2%
O=C(CSCc1cccc(Cl)c1)N1CCN(Cc2ccc3c(c2)OCO3)CC1 | -7% | 1% | -93% | -5% | -7% | -9% | i | 0.2 | -10% | -2.1%
Cc1ccc(O)c(NC(=O)c2noc3c2CCCCC3)c1 | 29% | -8% | -40% | -2% | 2% | -7% | i | 0.3 | -4.8% | -0.8%
Cc1ccc(CNc2ccc3c(c2)OCO3)cc1 | -9% | 5% | -1% | -9% | 5% | -2% | + | 76* | 16% | 112%*
O=C(Nc1ccn(Cc2ccccc2F)n1)c1ccc(COc2cccc(Br)c2)cc1 | 22% | -54% | -137% | -10% | -2% | -1% | i | 0.8 | -4.9% | -1.3%
COCCNC(=O)C(c1cccc(OC)c1)N(Cc1cccs1)C(=O)Cn1nnc2ccccc21 (stereo not given) | -15% | -31% | 13% | 0% | 3% | 2% | i | 1.2 | -2.5% | -1.3%
O=C(COC(=O)c1cncc(Br)c1)NCc1ccc(F)cc1 | 11% | -30% | 6% | -1% | 6% | -2% | i | 0.6 | 0.8% | 1.5%
CCS(=O)(=O)c1ccc2oc(SCC(=O)Nc3ccc(OC)cc3OC)nc2c1 | -14% | -26% | 5% | 3% | -3% | -3% | i | 0.2 | 0.8% | -0.1%
COc1ccccc1CN1CCN(C(=O)c2ccncc2)CC1 | 5% | 5% | 1% | 23% | 8% | -3% | i | 0.6 | 3.3% | 1.3%
CCOc1ccc(OCc2ccc(C(=O)N(CC)CC)cc2)cc1 | 31% | -42% | -73% | -5% | -2% | 3% | i | 0.1 | 3.6% | 1.9%
Cc1c(C(=O)N(Cc2ccccc2)C2CCS(=O)(=O)C2)oc2ccccc12 (stereo not given) | 2%[20 µM] | 6% | 16% | x | 3% | -9% | i | 2.8 | 0.5% | 3.6%
CCCNc1c(NC(=O)c2ccc3c(c2)OCO3)c(=O)oc2ccccc12 | -34% | -10% | -22% | 1% | 9% | -5% | i | 2.5 | 9.8% | 0.8%
CC(=O)Nc1ccc(OCC(=O)NCCc2ccc(Cl)cc2)cc1 | 20% | -9% | 23% | -1% | 6% | -1% | i | 0.2 | 1.2% | -1.7%
Cc1ccc(CN2CCSc3ccc(C(=O)NCCCN4CCN(C)CC4)cc32)cc1 | 38% | -26% | 20% | -1% | 0% | -19% | i | 1.5 | -4.8% | -2.1%
CCn1cnc2c1c(=O)n(CC(=O)OC)c(=O)n2Cc1ccccc1 | 10% | -4% | -3% | 8% | -4% | -11% | i | 0.2 | -3.3% | -0.2%
CC(C)CNC(=O)CN1C(=O)NC2(CCCc3ccccc32)C1=O (stereo not given) | -7% | -13% | 6% | 3% | 15% | -14% | i | 0.8 | -1.0% | 0.3%
Cc1c(C(=O)N2CCC(C)CC2)sc2ncnc(N(C)c3ccccc3)c12 | 22% | -12% | 5% | 5% | 0% | -1% | i | 6.2 | 13% | -3.3%
CS(=O)(=O)N(CC(=O)N1CCCCC1)Cc1ccc(Cl)cc1 | 4% | -25% | 19% | -11% | 23% | -4% | i | 0.6 | 5.8% | -0.7%
Cc1cc(C)c2sc(NNC(=O)c3ccc(S(=O)(=O)N4CCc5ccccc5C4)cc3)nc2c1 | -30% | -28% | 22% | 0% | -5% | 8% | u | x | 3.6% | 2.9%
CCOC(=O)C1C(c2cccc(F)c2)NC(=S)NC1(O)C(F)(F)F (stereo not given) | x | -14% | 14% | 0% | 3% | -9% | i | 1.2 | -1.2% | -1.2%
O=C(O)c1ccc(S(=O)(=O)c2ccc3c(c2)C(=O)N(Cc2ccco2)C3=O)cc1 | -62% | -4% | -34% | -4% | 0% | -2% | i | 4.5 | 3.4% | 13%
O=S(=O)(Nc1ncccn1)c1ccccc1 | -3% | -29% | 7% | -2% | 2% | -6% | i | 1.5 | -0.2% | -0.4%
COCc1cc(C)nc2sc(C(=O)OC(C)C)c(N)c12 | -57% | -22% | 0% | 19% | -3% | -4% | i | 0.2 | 3.1% | -2.0%
CN1C(=O)Cc2cc(S(=O)(=O)Nc3ccc(Cl)cc3)ccc21 | 2% | 30% | 6% | -6% | -1% | -8% | i | 0.5 | 0.2% | -2.8%
COc1ccc(-c2nc(CS(=O)(=O)CC(=O)NCc3cccc(F)c3)c(C)o2)cc1 | 14%[20 µM] | 0% | 8% | x | 21% | -6% | i | 2.5 | -4.8% | 1.6%
COCCNC(=S)N1CCc2cc(OC)c(OC)cc2C1COc1cc(C)cc(C)c1 (stereo not given) | 11% | 19% | -5% | -2% | -6% | 0% | i | 0.6 | 1.1% | -2.2%
COCCNC(=O)Cn1nc(-c2ccccc2OC)ccc1=O | 10% | -7% | 6% | 0% | -2% | -2% | i | 1.2 | -2.7% | -0.7%
Cc1ccc(-c2ccc(S(=O)(=O)N3CCCC3)cc2)cc1 | -7% | -10% | 14% | -8% | 7% | 1% | i | 0.7 | -1.9% | 3.8%
O=C(NCc1ccccn1)c1ccc(Cl)c(NC2=NC3CS(=O)(=O)CC3S2)c1 (stereo not given) | -12% | -18% | -3% | -9% | -2% | -4% | i | 1.5 | -4.8% | 1.2%
CC(=O)n1cc(/C=N/NC(=O)c2ccccc2O)c2ccccc21 | 24% | -2% | -39% | x | -3% | -6% | i | 0.2 | -10% | 0.1%
COc1cccc(OC)c1NC(=O)C1CCCN1C(=O)NCc1ccccc1 (stereo not given) | 41% | 4% | -3% | -8% | 0% | 0% | i | 0.3 | -1.0% | -1.3%
COCC(=O)Nc1cc(C(=O)Nc2cccc(C)c2C)ccc1Cl | 11% | -8% | 6% | -10% | -1% | -8% | i | 2.1 | 0.2% | 2.3%
O=C(CN1CCOCC1)Nc1ccc(OCc2ccccc2)cc1 | 29% | -15% | -21% | 6% | -3% | -8% | i | 1.4 | -2.9% | 0.1%
Cc1cc(C)nc(N(C#N)CN2C(=O)c3ccccc3S2(=O)=O)n1 | 17% | 8% | 17% | -22% | 4% | -3% | i | 0.6 | -5.0% | -2.8%
COc1ccc(C(=O)Nc2nnc(SCC(=O)NC3CC3)s2)cc1 | 6% | -16% | -67% | -1% | 2% | -11% | i | 0.3 | -4.1% | -1.1%
Cc1cccc(C)c1NC(=O)CNC(=O)c1cncc(Br)c1 | -12% | -21% | -7% | -2% | -1% | -4% | i | 3.1 | 4.1% | -1.6%
Cc1ccc(-n2c(C)cc(C(=O)CN3CCOCC3)c2C)cc1 | -48% | -40% | -9% | -3% | -2% | -2% | i | 0.6 | 0.4% | 0.1%
Cc1ccc(C(=O)OC(C)CN2CCOCC2)cc1 (stereo not given) | 30% | 18% | -11% | -9% | -7% | -7% | i | 0.4 | 1.3% | -3.1%

Other records follow:
mol | KOR beta-arrestin-1 | NOD1 NF-kB reporter | HEK293 NOD2/NF-kB | Salmonella PhoP GFP | Siah-1 displacement | LYP phosphatase | Myeloid diff MLP | Myeloid diff MLP GFP+ MAC1+ % | KOR beta-arrestin-2 | HIV peptide binding
Cc1ccc(C(=O)NNC(=O)C2CCN(c3nccc(C)n3)CC2)cc1 | -4% | -8% | 6% | -5% | 2% | -5% | i | 3.8 | 9.1% | 1.2%
COc1ccc(CNc2ccc3c(c2)ncn3-c2ccccc2OC)cc1 | 18% | 8% | 13% | 0% | 5% | -2% | i | 2.9 | 2.5% | -6.3%
Cc1ccc(C(=O)Nc2cccc([N+](=O)[O-])c2)cc1S(=O)(=O)Nc1cccc(C(=O)O)c1 | 19% | -27% | -3% | 12% | 0% | -2% | i | 0.3 | -3.4% | 22%
O=C(Nc1nc(-c2ccncc2)cs1)c1ccco1 | 23% | -4% | 1% | -4% | 31% | -11% | i | 1.0 | 5.9% | 1.5%
COc1ccc(C)cc1NC(=O)C(C)N(c1ccc(C)cc1)S(C)(=O)=O (stereo not given) | 6% | -12% | 15% | 4% | 7% | -7% | i | 6.4 | -2.3% | 0.7%
COC(=O)c1cc2c(ccn2-c2ccc(F)cc2)n1Cc1ccc(OC)cc1 | -28% | -10% | -12% | -11% | -3% | -7% | i | 0.0 | 3.2% | -1.7%
O=C(Nc1ccccc1)N(c1ccccc1)C1C=CS(=O)(=O)C1 (stereo not given) | 10% | 6% | 12% | -1% | 0% | -5% | i | 0.1 | -2.0% | -2.1%
Cc1cc(=O)[nH]c(-c2ccccc2OC(F)(F)F)n1 | 22% | -7% | -1% | -4% | 0% | -2% | i | 0.5 | 3.6% | -1.2%

Look-ups from the list.
`CN1C(=O)Cc2cc(S(=O)(=O)Nc3ccc(Cl)cc3)ccc21` @ HIV peptide binding: -2.8%
`C=CCN(Cc1ccc(OC)c(OC)c1)C(=O)N1CCOCC1` @ LYP phosphatase: -9%

A portion of the library; count on the stated rates, not on these rows.
